PI5P4K alpha inh = PI5P4K alpha (human) kinase inhibition. P48426. PI5P4Kalpha enzyme, ADP-Glo luminescence, 60 min; stronger effect = lower value. max response, %. 1.2% of 330,000 active. AID 652105; active = max response of -50% or lower; inconclusive = between -30% and -50%; inactive = -30% or higher; note: value at the top dose of about 77 µM; % is set by controls: 0 for no effect and ±100 for the full control effect
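Reactions run in 0.038 M HEPES pH 7.4, 0.28 mM EGTA, 0.1% CHAPS and 5% DMSO, with PI5P4Kalpha, substrate, compound and 5 microM ATP final, one hour at room temperature. Readout is ADP-Glo luminescence.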
EPAC1 ag = activates human EPAC1 exchange factor; O95398; EPAC1 agonist qHTS, biochemical assay; response scale: 100% = response to 6.5 mM cAMP; Potency, µM (top dose mostly 154 µM), without a hit: at the top dose activation, hits mostly activators; 0.073% of 360,000 active; note: potency is the fitted concentration of half-maximal effect; nearly all actives have a fitted effect of over 60% in size
Target sequence (O95398 whole entry, looked up): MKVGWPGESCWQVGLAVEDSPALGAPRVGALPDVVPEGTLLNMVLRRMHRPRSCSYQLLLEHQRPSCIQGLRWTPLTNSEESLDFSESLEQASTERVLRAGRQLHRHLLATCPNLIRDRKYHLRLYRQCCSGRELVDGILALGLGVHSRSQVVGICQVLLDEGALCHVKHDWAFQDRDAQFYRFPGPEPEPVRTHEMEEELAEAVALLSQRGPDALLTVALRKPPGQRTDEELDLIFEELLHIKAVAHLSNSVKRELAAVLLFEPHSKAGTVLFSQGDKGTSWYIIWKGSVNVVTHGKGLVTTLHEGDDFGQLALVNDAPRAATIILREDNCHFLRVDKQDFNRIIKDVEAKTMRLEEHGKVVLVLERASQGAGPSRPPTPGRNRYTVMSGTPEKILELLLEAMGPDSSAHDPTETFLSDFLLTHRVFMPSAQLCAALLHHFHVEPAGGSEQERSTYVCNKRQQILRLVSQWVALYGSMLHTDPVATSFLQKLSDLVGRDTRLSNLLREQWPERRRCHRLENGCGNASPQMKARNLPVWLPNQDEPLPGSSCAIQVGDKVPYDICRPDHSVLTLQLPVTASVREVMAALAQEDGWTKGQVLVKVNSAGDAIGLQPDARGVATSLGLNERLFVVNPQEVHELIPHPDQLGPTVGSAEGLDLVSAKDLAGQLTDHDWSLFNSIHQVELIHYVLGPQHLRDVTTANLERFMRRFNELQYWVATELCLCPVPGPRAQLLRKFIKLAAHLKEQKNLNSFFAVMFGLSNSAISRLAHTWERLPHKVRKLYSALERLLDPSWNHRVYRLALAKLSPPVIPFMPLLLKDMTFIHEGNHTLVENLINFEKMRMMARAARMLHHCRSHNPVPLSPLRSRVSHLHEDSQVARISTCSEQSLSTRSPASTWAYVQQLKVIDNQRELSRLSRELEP
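Read-out is the fluorescence drop as BODIPY-GDP leaves Rap1B (480 nm excitation, 540 nm emission), recorded every 5 minutes over 30 minutes. Reactions held 100 nM EPAC1, 250 nM Rap1B–BODIPY-GDP and 50 uM GDP, with 6.5 mM cAMP setting full activation.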
IL-2 act = IL-2 activation | activation, % (series mostly up to about 46 µM) | 0.065% of 360,000 active | IL-2 activation reporter assay, cell-based qHTS; stimulated with anti-CD3/CD4/CD28 beads; in transgenic mouse T cells | AID 652025; in the data active = activation above about 50%; inconclusive = mostly about 30% to 49%; note: 0% is about no effect
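Screening format: compound pinned onto unstimulated transgenic mouse T cells, 60 min incubation, then anti-CD3/anti-CD4/anti-CD28 bead stimulation for 18 hours at 37 degrees C, followed by EGFP and DsRed detection.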
aSyn yeast inh = inhibitors of alpha-synuclein toxicity in yeast | Yeast expressing alpha-synuclein, growth rescue, BacTiter-Glo, 24 h | Potency, µM (highest dose often 46.1 µM), inactives show top-dose growth rescue (activation), hits mostly activators | 0.14% of 370,000 active; note: potency is the fitted concentration of half-maximal effect; % of control where 0% means no effect; nearly all actives have a fitted effect of over 65% in size
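Galactose-induced alpha-syn yeast (OD600=0.02, raffinose-pregrown) + pinned cpd, 24 hr, 30 deg C; growth by BacTiter-Glo luminescence. Growth restoration scores as activation.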
EPAC1 antag = blocks human EPAC1 exchange factor; O95398; EPAC1 GEF assay, Rap1b-BODIPY-GDP exchange fluorescence; Potency, µM (series often up to 115 µM), inactives show at the top dose activity change, negative = inhibition, actives largely listed as inhibitors; 0.14% of 360,000 active; AID 720709;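 note: potency is the fitted concentration of half-maximal effect; plate controls were vehicle for no effect and positive control for full effect; nearly all actives have a fitted effect of over 50% in size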
WRN inhibitor = inhibitors of human WRN helicase; WRN helicase unwinding, fluorescent forked duplex, kinetic; Potency, µM (highest dose often 114 µM), without a hit: at the top dose activity change, negative = inhibition, actives largely listed as inhibitors; 0.46% of 360,000 active; AID 651768; note: potency is the fitted concentration of half-maximal effect; % is set by controls: 0 for no effect and ±100 for the full control effect; nearly all actives have a fitted effect of over 55% in size
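Kinetic red-fluorescence monitoring (525/598 nm) tracks WRN helicase activity after 100 nM fluorophore-quencher forked duplex and 2 mM ATP are added to 20 nM enzyme pretreated 15 min at room temperature with compound.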
Abeta rescue = A-beta toxicity reversal in yeast. yeast expressing A-beta42, growth rescue, OD600, 48 h; response scale: 0% DMSO, 100% iron-clioquinol control. Potency, µM (series often up to 46.1 µM), without a hit: at the highest dose growth rescue, usual class: activators. 0.063% of 410,000 active. AID 1347071; note: potency is the fitted concentration of half-maximal effect; nearly all actives have a fitted effect of over 55% in size
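Yeast A-beta toxicity model in growth medium with pinned compounds, 48 h at 30 C; growth read as absorbance at 600 nm. Normalized to FeCl3/clioquinol equimolar mix (positive) and DMSO (negative).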
PLK1 PBD block = inhibitors of human PLK1 polo-box domain binding; Potency, µM, for inactives: max response, negative = inhibition, actives largely listed as inhibitors; 2.8% of 360,000 active; Plk1 PBD binding of FITC phosphopeptide, fluorescence polarization; P53350; note: potency is the fitted concentration of half-maximal effect; series mostly up to about 57 µM; % is set by controls: 0 for no effect and ±100 for the full control effect; nearly all actives have a fitted effect of over 65% in size
FUS yeast rescue = rescues growth of FUS-expressing yeast; S. cerevisiae FUS-expressing, growth rescue, OD600, 24 h; Potency, µM (titrated, usually from 76.6 µM), without a hit: at the highest dose growth rescue (activation), most hits filed as activators; 0.24% of 390,000 active; AID 1347120;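 note: potency is the fitted concentration of half-maximal effect; plate controls were DMSO vehicle for no effect and reference control for full effect; nearly all actives have a fitted effect of over 55% in size; some results filed as inactive show a strong effect at the top dose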
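Cultures pregrown in 2.5% raffinose medium are shifted to minimal medium containing 2% galactose to express toxic FUS. Compounds are tested at several concentrations. After 24hr at 30C, growth is quantified at 600 nm absorbance.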
The depositor's hits bear a star; ? = inconclusive; nt = no result given; & = joins results of further samples; [ ] = dose if it differs, or a comment. Unless noted, calls come from the whole dose curve; as a rule, active = well fitted curve in the direction sought with a large enough effect; inconclusive = small, poorly fitted or top-dose-only effect, or another doubt; inactive = no such curve, though single readings can be large; an effect the other way counts as inactive or inconclusive.

SMILES	PI5P4K alpha inh	EPAC1 ag	IL-2 act	aSyn yeast inh	EPAC1 antag	WRN inhibitor	Abeta rescue	PLK1 PBD block	FUS yeast rescue
CCOC(=O)C1CCN(C(=O)c2cccc(S(=O)(=O)N3c4ccccc4CC3C)c2)CC1 (stereo not drawn)	0	-3%	-0.5	9%	2%	0%	-11%	8%	nt
O=C(Nc1ccncc1)c1cc(S(=O)(=O)N2CCN(c3ccccc3)CC2)ccc1Cl	-4	6%	-1.0	3%	-22%	-12%	-3%	-2%	20%
CCCOc1ccc(S(=O)(=O)N2CCCC2)cc1[N+](=O)[O-]	2	-5%	-2.4	1%	-8%	-2%	24%	1%	-32%
Cn1cc(/C=C(\C#N)C(=O)Nc2ccccc2O)c2ccccc21	0	27%	?	1%	11%	-4%	9%	13%	11%
CC12CCC(=O)N1C(C(=O)N1CCN(S(=O)(=O)c3ccccc3F)CC1)CS2 (stereo not drawn)	-2	5%	0.8	3%	9%	2%	7%	0%	-3%
CCN1CCCC1CNC(=O)Cn1cccc1C(=O)c1ccccc1 (stereo not drawn)	-7	-4%	1.5	-4%	-2%	16%	-5%	-10%	-1%
Cc1ccccc1C(=O)N1CCc2c([nH]c3ccccc23)C1C(F)(F)F (stereo not drawn)	-1	14%	4.4	13%	-15%	-15%	18%	1%	22%
COc1ccc(OC)c(S(=O)(=O)N2CCC(C(=O)NCc3ccccc3OC)CC2)c1	9	0%	0.0	4%	-5%	-6%	15%	-2%	8%
COc1ccc(CC(=O)N2CCN(c3ccccc3)CC2)cc1OC	-1	-6%	-2.6	2%	6%	9%	4%	-5%	-6%
COc1ccc(NC(=O)C2CCN(S(=O)(=O)c3c(C)noc3C)CC2)cc1OC	0	11%	-1.3	-3%	-3%	3%	-7%	-14%	?
CC(C)=CCN1CCN(Cc2ccc(N3CCNC3=O)cc2)CC1CCO (stereo not drawn)	3	5%	0.1	6%	-2%	-1%	6%	11%	-5%
CCCCNc1nccnc1-c1cccc(C=O)c1	-7	-12%	0.0	0%	-12%	1%	-14%	-5%	12%
COc1ccc(N(C(=O)Cn2nnc3ccccc32)C(C(=O)NCc2ccco2)c2ccncc2)cc1 (stereo not drawn)	-1	4%	1.1	8%	-21%	-4%[57.1 µM]	1%	1%	-21%
COC(=O)c1c(NC(=S)NNC(=O)c2ccc(Cl)s2)sc(C(=O)N(C)C)c1C	?	-12%	4.1	5%	3%	-10%	0%	-14%	nt
O=C(CCN1C(=O)c2cccc3cccc(c23)C1=O)NCC1CCCO1 (stereo not drawn)	7	7%	0.8	0%	11%	-3%	9%	-3%	-1%
Cc1cccc(-c2nnc(SCC(=O)c3ccc(O)cc3O)n2C)c1	-4	-4%	-0.2	-1%	-9%	-7%	7%	-5%	-18%
COCCN(CC(=O)NCc1ccc2c(c1)OCO2)C(=O)CCC(=O)Nc1nccs1	0	4%	-3.1	1%	9%	3%	6%	-5%	0%
COc1cc2c(C(=O)N3CCN(C)CC3)c(C)n(-c3ccccc3)c2cc1Br	-4	-7%	-2.1	nt	1%	3%	14%	-1%	-12%
CC(C)C(=O)Nc1cccc(NC(=O)c2cccc([N+](=O)[O-])c2)c1	-7	-1%	-0.5	6%	5%	0%	11%	-4%	1%
COc1ccc(CC(=O)Nc2cc(=O)n(C)c(=O)n2C)cc1OC	-1	4%	2.6	4%	-3%	5%	17%	-1%	2%
c1ccc(CNc2cncnc2)cc1	1	6%	1.4	0%	1%	4%	-15%	-11%	-20%
COc1ccc(OC)c(-n2c(C)ccc2-c2ccc(S(C)(=O)=O)cc2)c1	2	-9%	-1.9	6%	-6%	-31%[57.1 µM]	-1%	-12%	?
COc1ccc(Cl)cc1N(C(=O)c1ccco1)C(C(=O)NC1CCCC1)c1cccnc1 (stereo not drawn)	2	-4%	0.0	2%	-30%	-29%	0%	-10%	17%
CNS(=O)(=O)c1cccc(C(=O)NCC(c2cccs2)N2CCOCC2)c1 (stereo not drawn)	4	7%	-1.0	-7%	4%	1%	0%	-9%	7%
C=CCOc1ccc2ccccc2c1CNc1ncn[nH]1	nt	7%	-0.3	-4%	-3%	-1%	1%	-7%	32%

Entries of single compounds from above. Screens in order: PI5P4K alpha inh	EPAC1 ag	IL-2 act	aSyn yeast inh	EPAC1 antag	WRN inhibitor	Abeta rescue	PLK1 PBD block	FUS yeast rescue
Cc1cccc(-c2nnc(SCC(=O)c3ccc(O)cc3O)n2C)c1 is listed with -4	-4%	-0.2	-1%	-9%	-7%	7%	-5%	-18%
COc1ccc(OC)c(S(=O)(=O)N2CCC(C(=O)NCc3ccccc3OC)CC2)c1 is listed with 9	0%	0.0	4%	-5%	-6%	15%	-2%	8%
CCCCNc1nccnc1-c1cccc(C=O)c1 is listed with -7	-12%	0.0	0%	-12%	1%	-14%	-5%	12%
COc1ccc(CC(=O)N2CCN(c3ccccc3)CC2)cc1OC is listed with -1	-6%	-2.6	2%	6%	9%	4%	-5%	-6%

(listing goes on)
SMILES	PI5P4K alpha inh	EPAC1 ag	IL-2 act	aSyn yeast inh	EPAC1 antag	WRN inhibitor	Abeta rescue	PLK1 PBD block	FUS yeast rescue
COc1ccc(C(CC(=O)Nc2ccc(C)cc2)NC(=O)C(F)(F)F)cc1 (stereo not drawn)	7	1%	-1.5	0%	-1%	-23%	-7%	-11%	nt
O=C(/C(=C/O)N=Nc1ccc(Cl)cc1)c1ccncc1	-18	9%	-2.5	-52%[inhibitor]	-10%	-37%	-59%[inhibitor][9.22 µM]	?	8%
CCOc1ccccc1NC(=O)CSc1nnc(Cc2cccn2C)n1-c1ccc(F)cc1	-2	-5%	0.8	?	0%	0%	35%	-7%	23%
Cc1ccc(S(=O)(=O)N2CCC(C(=O)OCC(=O)N3C(C)CCCC3C)CC2)cc1C (stereo not drawn)	1	4%	-0.8	1%	-8%	4%	-1%	5%	19%
CCOP(=O)(O)c1ccccc1OCCCCCOc1ccccc1P(=O)(O)OCC	nt	-1%	1.1	3%	19%	4%	-11%	-6%	18%
COC(=O)c1c(NC(=O)CCC(=O)O)sc2c1CCCCC2	1	2%	1.2	-2%	8%	-8%	-16%	?	-3%
Cc1cc2oc(=O)cc(CN3CCCCC3)c2cc1C(C)C	0	-2%	-3.8	-8%	-19%	-2%	-1%	-1%	18%
Cc1cccc(NC(=O)Cn2cnc3ccccc3c2=O)c1C	1	-3%	0.3	-3%	7%	1%	-3%	-10%	18%
CC1=NN(c2ccccc2)C(=O)C1c1ccccc1 (stereo not drawn)	0	2%	1.1	5%	-11%	-12%	19%	-6%	15%
CSc1ccc(NC(=O)C2(C)CCN2C(=O)Cc2ccc(C(C)(C)C)cc2)cc1 (stereo not drawn)	31	-11%	-0.6	19%	-12%	3%[57.1 µM]	-2%	0%	?
COc1ccccc1CN=C1NC(=O)C(CC(=O)Nc2ccc(C(C)=O)cc2)S1 (stereo not drawn)	-27	10%	7.9	0%	-16%	-7%	-18%	-11%	26%
CCOc1ccc(C(=O)NC2CCN(C(=O)NCc3ccccc3)CC2)cc1	-3	-3%	4.1	-2%	4%	-3%	11%	-6%	10%
O=C(N[C@@H](Cc1ccccc1)C(=O)N1CCC2(CC1)NCCc1[nH]cnc12)c1cccc(Br)c1	20	1%	0.1	1%	16%	0%[57.1 µM]	8%	-15%	?
Cc1cc(Br)ccc1SCC(=O)OCC(=O)Nc1ncc(C(F)(F)F)cc1Cl	4	-10%	0.7	4%	17%	-20%[57.1 µM]	18%	-8%	5%
CC(=O)OCCCNc1cc(Sc2ccc(C)cc2)c2nonc2c1[N+](=O)[O-]	-3	-3%	-3.3	13%	3%	40µM*	-4%	?	nt
N#CCC(=O)N/N=C/c1cc([N+](=O)[O-])ccc1N1CCCC1	-20	15%	1.5	-4%	-7%	-8%	-25%	-11%	10%
CC(C)(C)N(NC(=O)Nc1ccc(Cl)cc1)C(=O)c1ccccc1	-4	-1%	-0.8	-1%	0%	-2%	-3%	1%	19%
O=C(CSc1cccc[n+]1[O-])CSc1cccc[n+]1[O-]	-3	-4%	-6.0	?	14%	10%	?	2%	-34%
COc1ccc(NC(=O)[C@@H]2CC=C[C@@H]3CCN(Cc4ccccc4)C(=O)[C@@H]32)cc1	5	-12%	0.3	-2%	16%	6%	-8%	3%	9%
CCc1nnc(N2C(=O)c3ccc(Oc4ccc([N+](=O)[O-])cc4)cc3C2=O)s1	-3	-5%	-0.8	3%	-17%	3%	13%	-23%	nt
COCCn1c(CCC(=O)O)nc2c1c(=O)[nH]c(=O)n2CC(C)C	-1	-5%	-3.2	-2%	-9%	4%	9%	-4%	-2%
O=C(Nc1ccc(Oc2ccccc2)nc1)C1CCCCN1Cc1cccc(OCCO)c1 (stereo not drawn)	-4	6%	-2.3	1%	?	0%	2%	-5%	-2%
Cc1c(Cl)cccc1NC(=O)CSc1nc2ncc(Cl)cc2[nH]1	-1	13%	-0.1	3%	0%	-1%	nt	-19%	-11%
COc1ccccc1OCC(=O)N1CCCCCCC1	-1	2%	-1.1	6%	-1%	0%	8%	-23%	-1%
Nc1ccncc1N	4	-28%	-0.2	-1%	-22%	-7%	-22%	-14%	-48%
(next part)
SMILES	PI5P4K alpha inh	EPAC1 ag	IL-2 act	aSyn yeast inh	EPAC1 antag	WRN inhibitor	Abeta rescue	PLK1 PBD block	FUS yeast rescue
O=C(Cc1cccs1)N/N=C/c1ccccn1	0	-16%	1.6	0%	6%	4%	-17%	1%	11%
CC(=O)c1cccc(S(=O)(=O)N2CCn3cccc3C2C)c1 (stereo not drawn)	-2	0%	0.0	13%	-12%	8%	-10%	-6%	11%
CC(C)c1nc(CNC(=O)C2CCC(=O)N(CCc3cccc(F)c3)C2)cs1 (stereo not drawn)	-3	6%	-0.4	0%	3%	1%	-6%	1%	12%
CC(=O)N(/N=C1\Sc2ccccc2C1=O)c1ccc(C)cc1C	2	0%	-2.6	-9%	-13%	-5%	-7%	-6%	nt
COc1ccc(C)cc1NC(=O)CCNC(=O)Cn1ccc2ccccc2c1=O	4	0%	-2.8	-5%	?	10%	5%&-9%	-17%	3%&-16%
O=C(O)/C=C/c1ccccc1Oc1ccccc1	5	-1%	1.4	30%	-20%	-2%	-38%[inhibitor]	-22%	18%
